Compound activity (PubChem BioAssay)
CHRM4 PAM: CHRM4 positive allosteric modulation; CHO-K1 hM4/Gqi5, Fluo-8 calcium fluorescence, ACh EC20; 0% = ACh EC20, 100% = maximal ACh; activation, % at 3 µM; actives 0.4% (n = 360,000);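 active = activation above its plate's cutoff, the mean activation of sample wells plus 3 SD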; note: some results filed as inactive read as strong as hits
CRFBP-R2 block: blocks CRF-induced signaling of the CRF-BP/CRF-R2 complex. HEK293 CRF-R2/CRF-BP, CRF-induced calcium fluorescence. inhibition, % at 11.8 µM. actives 0.59% (n = 350,000);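 active = inhibition of the ligand-induced calcium signal above about 50% at the single tested concentration, limit read from the data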
IDE cell inh: inhibits human insulin-degrading enzyme in HEK cells. P14735. FAbetaB cleavage, fluorescence polarization. inhibition, % at 5.59 µM. actives 0.41% (n = 320,000);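 active = percent inhibition above the average of all tested compounds plus 3 SD, set per screening campaign, cut at about 16% in these data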;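 note: IDE supplied by intact live HEK cells; FP after avidin binding of uncleaved biotin substrate so inhibition keeps polarization high; 0% = DMSO wells and 100% = 60 µM reference IDE inhibitor Ii1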
p-CIP stab down: lowers stability of the mouse p/CIP coactivator protein; actives 0.01% (n = 290,000); F442A p/CIP-EGFP cells, EGFP fluorescence, 16 h; Q05BA5; decrease of EGFP signal, % at 10 µM;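 active = EGFP signal decrease of at least 30% at 10 µM or well 3 SD below plate mean, unless failing retest; inactive = the rest, including hits failing retest or dose response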; note: some compounds called inactive have numbers as strong as hits; many of its hits are not listed in these tables
Target sequence (Q05BA5 1-1403): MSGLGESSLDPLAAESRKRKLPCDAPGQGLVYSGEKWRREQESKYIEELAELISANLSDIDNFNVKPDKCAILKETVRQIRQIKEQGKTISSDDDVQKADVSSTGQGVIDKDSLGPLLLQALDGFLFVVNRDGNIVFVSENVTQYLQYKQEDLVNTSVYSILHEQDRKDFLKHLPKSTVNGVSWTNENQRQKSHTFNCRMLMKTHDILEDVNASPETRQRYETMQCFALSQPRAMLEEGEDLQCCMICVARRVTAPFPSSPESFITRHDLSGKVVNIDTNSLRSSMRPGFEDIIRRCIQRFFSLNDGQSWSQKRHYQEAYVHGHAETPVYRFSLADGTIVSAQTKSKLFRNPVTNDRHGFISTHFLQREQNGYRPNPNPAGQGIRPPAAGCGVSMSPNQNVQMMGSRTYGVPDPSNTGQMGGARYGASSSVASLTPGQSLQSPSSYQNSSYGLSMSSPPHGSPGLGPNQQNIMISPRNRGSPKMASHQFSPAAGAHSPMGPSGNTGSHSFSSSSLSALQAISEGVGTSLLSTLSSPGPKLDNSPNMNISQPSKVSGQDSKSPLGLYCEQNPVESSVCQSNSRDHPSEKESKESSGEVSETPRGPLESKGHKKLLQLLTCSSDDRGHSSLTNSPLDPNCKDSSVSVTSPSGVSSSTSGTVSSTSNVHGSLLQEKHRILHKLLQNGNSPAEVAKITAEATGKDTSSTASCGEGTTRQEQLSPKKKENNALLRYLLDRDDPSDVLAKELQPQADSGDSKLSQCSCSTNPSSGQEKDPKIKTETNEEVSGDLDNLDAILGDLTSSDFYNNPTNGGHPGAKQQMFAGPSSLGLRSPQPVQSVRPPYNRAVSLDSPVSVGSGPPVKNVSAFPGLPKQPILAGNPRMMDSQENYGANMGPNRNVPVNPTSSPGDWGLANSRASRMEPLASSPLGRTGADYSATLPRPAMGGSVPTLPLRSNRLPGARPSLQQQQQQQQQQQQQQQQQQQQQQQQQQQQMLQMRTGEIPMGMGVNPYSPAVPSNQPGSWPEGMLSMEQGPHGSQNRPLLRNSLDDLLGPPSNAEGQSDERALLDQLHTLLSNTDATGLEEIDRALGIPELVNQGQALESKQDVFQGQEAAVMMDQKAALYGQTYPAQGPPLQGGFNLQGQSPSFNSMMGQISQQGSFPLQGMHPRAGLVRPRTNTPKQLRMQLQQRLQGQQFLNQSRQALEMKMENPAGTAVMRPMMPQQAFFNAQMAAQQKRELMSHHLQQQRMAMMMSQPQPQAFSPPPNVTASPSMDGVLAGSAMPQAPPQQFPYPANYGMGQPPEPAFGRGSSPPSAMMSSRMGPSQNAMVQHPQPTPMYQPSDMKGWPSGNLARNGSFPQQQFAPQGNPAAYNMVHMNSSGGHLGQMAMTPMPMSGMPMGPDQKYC
CRFBP-R2 agonist: agonists of human CRF-binding protein/CRF-R2 receptor complex; HEK293 CRF-R2/CRF-BP, calcium dye fluorescence (FLIPR); percent of saturating CRF peptide response; activation, % at 13.2 µM; actives 0.46% (n = 350,000); AID 588473;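 active = activation of at least 50%, plus an integration ratio under a set limit after plate pattern correction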;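 note: plate controls were neutral control wells without compound for no effect and CRF at EC100 for full effect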
IDE cell activ: IDE (human) activation, cell-based; AID 493087; P14735; actives 0.073% (n = 340,000); HEK cells, FAbeta-B cleavage, fluorescence polarization; 0% vehicle, 100% cell-free pure enzyme wells; activation, % at 5.96 µM;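 active = activation above the mean of all tested compounds plus 3 SD, set per screening campaign, cut at about 17% in these data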
PHOSPHO1 inh: blocks human PHOSPHO1 phosphatase activity. recombinant PHOSPHO1, absorbance phosphatase assay. inhibition, % at 13.3 µM. actives 1.1% (n = 290,000). Q8TCT1; in the data active = inhibition above about 60%
GalR3 antagonist: human GalR3 antagonism; AID 651719; HEK293 GalR3-CNG cAMP membrane potential fluorescence; galR3 body fused to GalR1 C-terminus; inhibition, % at 3 µM; O60755; actives 0.44% (n = 360,000);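 active = inhibition above the screen-wide average plus 3 SD, cut at about 13% in these data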;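 note: forskolin and galanin both at EC90 stimulate the cells; cAMP rise reported by CNG channel membrane potential dye signal; 0% = forskolin plus galanin with DMSO and 100% = forskolin alone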
MEKK3 PB1 HTS: raises or lowers MEK5 binding to the human MEKK3 PB1 domain. Q99759. bead-based flow cytometry, Alexa488-MEK5 binding to MEKK3; actives lie on both sides; 0 = blocked by unlabeled MEK5, 100 = vehicle. binding response (% of control), % at 10 µM. actives 1.4% (n = 290,000). AID 1529;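 active = binding response more than 3 SD above or below the average of its plate-row segment, actives on both sides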;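 note: Alexa488 bead fluorescence after subtracting the streptavidin-only scavenger bead signal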
* = called active by the depositor; / = not tested or not shown; [ ] = another dose, or the depositor's remark.

cpd	SMILES	GalR3 antagonist	p-CIP stab down	MEKK3 PB1 HTS	CRFBP-R2 agonist	IDE cell activ	IDE cell inh	PHOSPHO1 inh	CHRM4 PAM	CRFBP-R2 block
1	Cc1cc(C)c(S(=O)(=O)N2CCOC2CNC(=O)C(=O)NCCc2ccc(S(N)(=O)=O)cc2)c(C)c1 (centres undefined)	/	-0.6	101.0	-4.1	7.1	7.4	-0.5	0.9	-56.6
2	CCOc1cccc(/C=N/NS(=O)(=O)c2ccc(C)c([N+](=O)[O-])c2)c1O	-1.8	3.6	101.0	-2.4	1.2	4.2	32.6	-3.0	-0.8
3	CC(C)(C)NC(=O)Nc1ccc(Br)cc1	-3.6	3.8	103.0	13.4	-4.8	-4.4	9.3	4.4	11.6
4	Cc1ccc(S(=O)(=O)NCCc2nnc3ccc(SCc4cccnc4)nn23)cc1	-8.2	-6.6	114.0	0.2	-1.7	-8.8	29.5	-6.1	-8.7
5	COc1ccc(NC(=O)CSc2nnc(Cc3cccs3)n2-c2ccc(C)cc2)cc1	/	9.6	93.0	-0.1	-1.3	0.3	17.0	10.3	-1.1
6	COc1ccccc1CNC(=O)CN1C(=O)NC2(CCCc3sccc32)C1=O (centres undefined)	-4.8	/	/	-0.4	0.5	-2.4	/	1.8	-0.8
7	O=S(=O)(c1ccc(-c2csc(Nc3ccc(F)cc3)n2)cc1)N1CCCC1	1.0	0.0	102.0	1.3	3.3	2.1	-6.7	-3.0	-122.0
8	Cc1ccc2cccc(OCCCOc3ccccc3CO)c2n1	-3.1	-3.6	107.0	-1.1	3.2	-1.6	45.3	-5.0	1.8
9	COc1ccccc1CNC(=O)c1cc2sccc2n1C	/	-12.9	99.0	-6.2	-7.5	1.6	-3.5	18.0	4.0
10	CC(=O)Nc1ccc2c(c1)nc(CN1CCCC1)n2C	-5.5	-2.1	106.0	0.8	-4.1	9.7	10.1	-0.8	-21.5
11	CCOc1ccc(S(=O)(=O)N2CCC(C(=O)Nc3ccc(C)c(S(=O)(=O)N4CCOCC4)c3)CC2)cc1	0.8	/	/	-0.2	-0.9	/	/	0.5	-4.1
12	O=C1c2ccccc2S(=O)(=O)N1CC1CC(c2ccc(Cl)cc2)=NO1 (centres undefined)	2.0	3.4	98.0	1.2	1.4	2.1	3.8	-25.5	-5.1
13	CC1CCN(C(=O)c2ccc(NS(=O)(=O)c3cccs3)cc2)CC1	-3.7	-19.4	103.0	0.3	1.9	3.3	26.1	0.5	3.7
14	COc1ccc(NC(=O)NC2CCCc3ccccc32)cc1OC (centres undefined)	-2.0	-1.5	103.0	-0.8	-1.7	-6.7	25.0	0.3	3.6
15	CCN(CC(O)Cn1c2ccccc2c2ccccc21)S(=O)(=O)c1ccc(C)cc1 (centres undefined)	-2.4	2.6	125.0*	4.4	0.3	2.0	10.7	-6.8	-9.8
16	O=c1[nH]cnc2c1sc(=S)n2-c1ccccc1	-1.0	-15.3	99.0	-0.5	4.8	2.6	54.6	-8.3	11.2
17	Cc1ccc(S(C)(=O)=N/C=C2\C(=O)c3sccc3N(C)S2(=O)=O)cc1 (centres undefined)	2.2	-15.4	99.0	-0.3	3.0	-5.9	33.4	-3.0	-11.8
18	CN(Cc1ccccc1)C(=O)c1ccc(NC(=O)Cc2cccc(NC(=O)C3CCN(C(=O)C4CCCC4)CC3)c2)cc1	-1.5	/	/	0.6	6.7	-4.2	/	-3.4	-8.1
19	O=C(NCCc1ccc(Cl)cc1)C1CCC(=O)N1C1CCCC1 (centres undefined)	-12.1	0.3	99.0	0.3	-2.4	-0.2	27.6	1.2	11.0
20	Clc1ccc(Sc2ccccn2)cc1	-8.0	4.3	100.0	-3.7	4.3	4.8	35.5	-2.6	7.5
21	C=CCN1C(=O)c2ccc(C(=O)OCC(=O)N(CC)c3c(N)n(Cc4ccccc4)c(=O)[nH]c3=O)cc2C1=O	-5.0	/	/	-0.2	0.2	/	/	2.1	-4.5
22	CC(=O)N1CCN(C(=S)c2ccc(-c3ccc(Cl)cc3)o2)CC1	-4.7	-1.4	104.0	-3.0	1.4	8.2	73.5*	-6.2	12.2
23	N#CC1C(C#N)N2CCCN2C1c1ccc(Br)cc1 (centres undefined)	-5.2	-6.8	91.0	-0.5	6.5	-3.9	16.2	5.1	6.2
24	COc1ccccc1/C=C/C(=O)NCC(=O)N/N=C/c1ccc2c(c1)OCO2	-5.3	-6.7	104.0	-1.5	-0.3	3.4	3.5	1.8	-4.9
25	CCn1c(N2CCN(C(=O)C34CC5CC(CC(C5)C3)C4)CC2)nc2ccccc21	/	-11.3	0.0*[inhibitor]	-2.0	2.6	0.0	3.5	2.0	-7.6
26	COc1ccc(C(C)=O)cc1COC(=O)c1ccc(C)c(S(=O)(=O)N2CCOCC2)c1	-2.5	/	/	-0.1	1.3	-0.8	/	1.9	2.2
27	COc1ccccc1C(C#N)N1N=C(C)CC1(C)C (centres undefined)	-4.4	-3.8	104.0	-0.4	-1.9	-0.2	24.5	-0.9	10.0
28	Cc1cc(=O)oc2cc(OC(C)C(=O)NC3CCN(Cc4ccccc4)CC3)ccc12 (centres undefined)	-8.0	-0.3	99.0	0.3	-5.4	2.0	22.2	-0.6	4.2
29	O=C(O)CN1C(=O)NC2NC(=O)NC21 (centres undefined)	0.9	6.8	102.0	-1.5	7.5	-3.1	20.4	7.9	-7.2
30	CC(Cc1cccnc1)NC(=O)CCc1nnc(-c2ccccc2)o1 (centres undefined)	-0.9	-5.4	102.0	0.1	0.9	-7.3	12.9	-3.8	6.1
31	CN(C)C(=O)c1nc2ccccc2s1	-5.9	5.7	97.0	-0.8	-1.1	2.7	14.0	20.8	10.6
32	COC(=O)c1cc(NC(=O)c2ccc(Cn3cc(Cl)cn3)o2)cc(C(=O)OC)c1	-4.5	-6.4	/	1.1	-2.0	-1.1	-20.8	-3.3	11.3
33	COc1ccc(C(=O)Nc2ccccc2C(=O)N/N=C/c2ccco2)cc1	-3.5	-12.2	103.0	-2.6	9.0	-0.2	-12.2	-2.9	14.9
34	CSc1ccc(/C=N/NC(=O)c2ccc(O)cc2)cc1	4.0	-6.7	110.0	-2.1	0.0	6.5	8.4	-7.5	-22.6
35	CCOc1ccc(C(=O)CN2C(=O)NC3(CCCCCC3)C2=O)cc1	-2.1	/	/	0.7	4.2	-1.9	/	-18.5	-5.2
36	N/C(CS(=O)(=O)c1ccc(F)cc1)=N\O	-5.9	-3.5	102.0	0.1	-3.6	-4.8	11.5	-3.4	8.3
37	Cc1cc(NC(=O)c2ccc(F)cc2)no1	-8.8	-2.1	108.0	0.1	2.9	5.5	-2.7	-4.7	-7.8
38	Cc1nnc2n1N=CC=C(C(C)(C)C)S2	-3.9	-6.3	95.0	3.3	0.1	2.3	3.4	0.2	-1.0
39	Cc1ccc(NC(=O)CC2S/C(=N/N=C/c3c[nH]c4ccccc34)NC2=O)cc1 (centres undefined)	-11.6	11.7	92.0	1.8	7.9	-0.5	-5.2	20.1	-19.9
40	CCOC(=O)N1CCC(NC(=O)c2cc(C(=O)Nc3cccc(C(F)(F)F)c3)ccc2CO)CC1	-0.2	-0.1	131.0*	-1.1	0.6	-0.3	-0.8	-9.1	-0.3
41	Cc1ccc(S(=O)(=O)Cc2csc(N)n2)cc1	-1.1	-3.8	97.0	0.0	-1.7	4.6	9.6	8.0	-1.8
42	COc1c(Cl)cc(Cl)cc1C(=O)Nc1ccc(NC(C)=O)cc1	-4.8	-15.3	96.0	-2.4	-1.4	2.0	40.7	-0.1	9.3
43	Cc1nc(-c2c(C(=O)NNC(=O)Nc3c(C)cccc3C)noc2C)cs1	-1.7	-13.5	103.0	-0.2	-1.2	-4.2	28.5	15.3	7.5
44	O=S(=O)(Nc1ccc(N=Nc2ccc(O)c3ccccc23)cc1)c1ccccc1	-4.6	2.4	87.0	-3.5	16.0	-8.2	-6.8	-1.3	5.6
45	C[C@@H]1CN([C@H](C)CO)C(=O)c2cccc(NC(=O)Nc3ccc(F)cc3)c2O[C@H]1CN(C)C(=O)Nc1ccc(C(F)(F)F)cc1	-6.7	/	/	1.1	1.7	2.2	/	0.9	-20.1
46	O=S(=O)(c1cccc2nsnc12)N1CCN(c2ncccn2)CC1	4.5	5.7	99.0	3.4	-0.2	1.7	-3.4	5.6	15.8
47	O=c1cc(N2CCOCC2)cnn1-c1ccccc1	-1.2	-14.1	101.0	-0.7	2.0	-1.2	7.1	-6.7	24.1
48	CSc1ccc(/C=C/C(=O)Nc2ccccc2)cc1	1.2	8.3	101.0	-1.2	-10.8	10.8	6.7	-9.3	1.5
49	Cc1nnc(SCC(=O)Nc2ccc(N(C)C)cc2)n(N)c1=O	5.2	2.6	89.0	-1.1	4.2	4.0	0.7	-4.0	7.7
50	O=S(=O)(CCc1ccccc1)/N=C/c1cccs1	-2.9	9.0	111.0	-2.1	-0.9	6.4	-6.0	6.2	13.1

(more compounds)
cpd	SMILES	GalR3 antagonist	p-CIP stab down	MEKK3 PB1 HTS	CRFBP-R2 agonist	IDE cell activ	IDE cell inh	PHOSPHO1 inh	CHRM4 PAM	CRFBP-R2 block
51	COC(=O)C1=C(O)CSC1=Nc1ccccc1	6.3	-4.6	108.0	0.4	-1.9	-1.2	-7.1	2.9	-1.9
52	CC1CCC(C(C)C)C(OC(=O)CSc2nc(N)cc(=O)[nH]2)C1 (centres undefined)	-7.5	-0.6	101.0	0.5	-3.0	-0.5	-4.2	7.7	-8.9
53	CC(C)CN(C(=O)c1nn(C)c(=O)c2ccccc12)c1nc2ccccc2s1	-3.1	-6.4	99.0	1.4	0.6	-0.1	9.1	7.7	-3.6
54	COc1ccc(-c2cc3nc(C)cc(N4CCN(C(=O)c5ccco5)CC4)n3n2)cc1	-5.1	/	/	-0.3	/	/	/	-0.5	8.5

An excerpt from above in order of the IDE cell inh value, descending.
cpd	SMILES	GalR3 antagonist	p-CIP stab down	MEKK3 PB1 HTS	CRFBP-R2 agonist	IDE cell activ	IDE cell inh	PHOSPHO1 inh	CHRM4 PAM	CRFBP-R2 block
53	CC(C)CN(C(=O)c1nn(C)c(=O)c2ccccc12)c1nc2ccccc2s1	-3.1	-6.4	99.0	1.4	0.6	-0.1	9.1	7.7	-3.6
52	CC1CCC(C(C)C)C(OC(=O)CSc2nc(N)cc(=O)[nH]2)C1 (centres undefined)	-7.5	-0.6	101.0	0.5	-3.0	-0.5	-4.2	7.7	-8.9
51	COC(=O)C1=C(O)CSC1=Nc1ccccc1	6.3	-4.6	108.0	0.4	-1.9	-1.2	-7.1	2.9	-1.9
